Screening results deposited in PubChem by The Scripps Research Institute Molecular Screening Center.
Tn7 DDE FP – inhibitors of Tn7 peptide binding to fibrin DD(E), primary screen, biochemical, fluorescence polarization, human fibrin, Tn7 probe. Fibrinogen beta chain (Homo sapiens), P02675. FP displacement of FITC-Tn7 peptide from fibrin DD(E); 0% = median of compound wells per plate. 0.13% of 370,000 active. inhibition, % at 8.3 µM. AID 720508, 2013;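 active = inhibition above the mean of compounds falling within the control limits plus 3 SD of them, cut at about 14% in these data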;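 note: 0% = plate median of compound wells and 100% = 10 µM Aha-Tn7 peptide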
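Assay system: Fibrin-DD(E) protein isolated from polymerized human fibrin clots; read-out basis: percent inhibition; medium: Tris/NaCl/CaCl2 buffer, pH 7.8; signal: FP measurement; incubation: 10 min plus 3 h, room temperature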
ARFGAP1 inhibitor – inhibitors of rat ARFGAP1 GAP activity, primary screen, biochemical, fluorescence polarization, GDP tracer; inhibition, % at 16.5 µM; Arfgap1-stimulated ARF1 GTP hydrolysis, GDP FP detection; 0.26% of 360,000 active; AID 651572, 2012; ADP-ribosylation factor GTPase-activating protein 1 (Rattus norvegicus), Q62848;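 active = inhibition above a per-plate limit, mean inhibition of low control wells plus 3 SD, cut at about 25% in these data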;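 note: 0% = DMSO wells with enzyme and 100% = wells lacking Arfgap1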
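System: truncated rat Arfgap1 GAP domain / Benchmarks: high control wells lacking Arfgap1, low control full reaction with DMSO / Times: compound-enzyme preincubation 20 min, reaction 120 min, detection 60 min, 25 °C / Repeats: one replicate per compound / Also added: human ARF1(Δ1-17)-GTP substrate / Measured by: Tracer-displacement fluorescence polarization with EDTA stop, 620/688 nm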
UHRF1 MBD2 ctr – UHRF1 methylated DNA binding inhibitors, primary screen, counter-screen for MBD2 inhibitor project, biochemical, TR-FRET, human UHRF1, single concentration; 0.75% of 370,000 active; inhibition, % at 4.4 µM; UHRF1 binding to methylated oligo; E3 ubiquitin-protein ligase UHRF1 (Homo sapiens), Q96T88; in the data active = inhibition above about 21%;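 note: UHRF1 SRA domain binding a hemimethylated CpG hairpin DNA probe; 0% = median of test compound wells and 100% = reference inhibitor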
Tn6 DDE FP – inhibitors of Tn6 peptide binding to fibrin DD(E), primary screen, biochemical, fluorescence polarization, human fibrin, Tn6 probe; Fibrin DD(E) TRITC-Tn6 fluorescence polarization displacement; inhibition, % at 8.3 µM; 0.21% of 370,000 active; AID 720509, 2013; Fibrinogen beta chain (Homo sapiens), P02675;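 active = inhibition above a per-campaign cutoff: mean of compounds within control limits plus 3 SD, cut at about 15% in these data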;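 note: 0% = median of all compound wells on the plate and 100% = blocking peptide control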
PLCg1 inh – PLC-gamma1 enzyme inhibitors, primary screen, biochemical, fluorescence, purified enzyme; fluorogenic substrate; inhibition, % at 12.2 µM; 0.84% of 370,000 active; AID 720700, 2013; in the data active = inhibition above about 9.5%
Target sequence (P19174 whole entry, looked up): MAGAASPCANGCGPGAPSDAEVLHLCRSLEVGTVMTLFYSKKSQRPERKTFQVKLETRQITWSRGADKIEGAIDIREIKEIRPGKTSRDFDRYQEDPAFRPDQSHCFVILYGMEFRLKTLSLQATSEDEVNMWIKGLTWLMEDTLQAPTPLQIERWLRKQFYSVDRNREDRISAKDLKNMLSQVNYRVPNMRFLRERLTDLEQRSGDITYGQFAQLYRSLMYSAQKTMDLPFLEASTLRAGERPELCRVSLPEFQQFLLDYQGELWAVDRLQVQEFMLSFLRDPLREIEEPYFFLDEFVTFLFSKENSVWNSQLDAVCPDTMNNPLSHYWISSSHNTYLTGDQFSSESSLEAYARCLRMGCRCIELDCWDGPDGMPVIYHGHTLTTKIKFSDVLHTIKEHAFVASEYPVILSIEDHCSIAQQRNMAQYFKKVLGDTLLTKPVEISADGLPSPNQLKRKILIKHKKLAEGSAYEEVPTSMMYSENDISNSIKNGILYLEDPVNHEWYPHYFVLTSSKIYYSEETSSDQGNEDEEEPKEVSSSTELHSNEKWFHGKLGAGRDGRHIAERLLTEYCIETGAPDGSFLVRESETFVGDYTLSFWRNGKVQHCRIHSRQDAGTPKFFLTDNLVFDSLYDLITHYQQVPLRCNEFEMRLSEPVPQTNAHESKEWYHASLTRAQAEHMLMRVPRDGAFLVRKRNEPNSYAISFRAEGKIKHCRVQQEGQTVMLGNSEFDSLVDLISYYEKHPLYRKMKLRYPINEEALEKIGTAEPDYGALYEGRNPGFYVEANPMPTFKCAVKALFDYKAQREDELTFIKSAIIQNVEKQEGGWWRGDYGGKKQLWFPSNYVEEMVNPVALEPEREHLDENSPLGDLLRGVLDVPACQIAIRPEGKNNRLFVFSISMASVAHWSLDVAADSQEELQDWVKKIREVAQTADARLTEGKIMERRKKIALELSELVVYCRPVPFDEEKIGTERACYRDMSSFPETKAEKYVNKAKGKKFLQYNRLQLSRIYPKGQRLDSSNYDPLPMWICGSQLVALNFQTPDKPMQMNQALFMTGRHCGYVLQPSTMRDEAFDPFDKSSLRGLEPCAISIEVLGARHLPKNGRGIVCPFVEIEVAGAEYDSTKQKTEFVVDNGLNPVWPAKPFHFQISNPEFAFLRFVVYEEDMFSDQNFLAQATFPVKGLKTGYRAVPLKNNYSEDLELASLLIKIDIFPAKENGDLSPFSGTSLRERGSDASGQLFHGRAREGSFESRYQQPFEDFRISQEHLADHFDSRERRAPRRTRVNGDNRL
ADAM17 inh – ADAM17 inhibitors, primary screen, biochemical, QFRET | inhibition, % at 6.95 µM | Disintegrin and metalloproteinase domain-containing protein 17 (Homo sapiens), P78536 | 0.83% of 370,000 active | recombinant ADAM17, EDANS/DABCYL FRET peptide cleavage | AID 720648, 2013;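 active = inhibition above the mean of compounds lying between control limits plus 3 SD, set per campaign, cut at about 8.5% in these data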;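 note: 0% = DMSO-only wells as the low control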
proKLK7 act – proKLK7 zymogen activators, primary screen, biochemical, fluorescence intensity; Kallikrein-7 (Homo sapiens), P49862; purified proKLK7, EDANS-DABCYL substrate fluorescence; 100% is mature enzyme control, 0% vehicle; activation, % at 7 µM; 0.9% of 370,000 active;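 active = activation above the mean of all tested compounds plus 3 SD, computed per campaign excluding outliers beyond control limits, cut at about 13% in these data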
PLCb3 inh – human PLC-beta3 inhibitors, primary screen, biochemical, fluorescence; 1-phosphatidylinositol 4,5-bisphosphate phosphodiesterase beta-3 (Homo sapiens), Q01970; Purified PLC-beta3, fluorogenic substrate; inhibition, % at 12.2 µM; 0.18% of 370,000 active; AID 720704, 2013; in the data active = inhibition above about 11%;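 note: 0% = median of compound wells on plate and 100% = full blocker control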
MBD2 DNA inh – inhibitors of MBD2 binding to methylated DNA, primary screen, biochemical, TR-FRET, DNA-binding domain, human | inhibition, % at 4.4 µM | AID 686964, 2013 | 0.31% of 370,000 active | Methyl-CpG-binding domain protein 2 (Homo sapiens), Q9UBB5 | MBD2 binding to methylated oligonucleotide; in the data active = inhibition above about 13%
ASAP1 GAP inh – inhibitors of human ASAP1 ArfGAP activity, primary screen, biochemical, fluorescence polarization | Arf-GAP with SH3 domain, ANK repeat and PH domain-containing protein 1 (Homo sapiens), … | ASAP1-stimulated ARF1 GTP hydrolysis, GDP FP detection | inhibition, % at 16.5 µM | 0.19% of 360,000 active | AID 624377, 2012; in the data active = inhibition above about 25%;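 note: 0% = vehicle with enzyme and substrate and 100% = no enzyme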
Numbers without * were called inactive; i = inactive.

SMILES	Tn7 DDE FP	ARFGAP1 inhibitor	UHRF1 MBD2 ctr	Tn6 DDE FP	PLCg1 inh	ADAM17 inh	proKLK7 act	PLCb3 inh	MBD2 DNA inh	ASAP1 GAP inh
COc1ccc(N(CC(=O)Nc2ccc(C)cn2)S(=O)(=O)c2c(C)noc2C)cc1	0	8	0	-6	-2	1	16*	1	0	9
CCCCCOc1ccc(NC(=O)c2cc(SC)ccc2Cl)cc1	1	11	2	3	0	-5	-0.6	0	1	7
COc1ccc(N2CCN(C(=O)c3cccn4c(=O)c5ccccc5nc34)CC2)cc1	1	-6	-1	2	-7	-5	0.0	-16	-3	-15
CC1=C(C(=O)N(C)C)CC(CC(=O)NCCN2CCOCC2)C(=O)N1Cc1ccccc1 (stereo unspecified)	0	-10	-2	5	3	-2	-0.7	1	1	3
Cc1ccc(CNC(=O)CCS(=O)(=O)c2ccc(Br)cc2)cc1	1	5	3	6	-1	-3	-0.1	0	3	4
O=C(c1ccc(NS(=O)(=O)c2ccccc2)cc1)N1CCCCCC1	3	9	2	2	-2	0	-0.1	-5	0	4
CCOC(=O)c1nn(-c2ccccc2C)c(=O)cc1OCC(=O)N1CCN(c2ccccc2)CC1	1	-3	-3	8	3	-1	0.1	-3	-10	-3
CC(=O)c1cccc(-c2ccnc3c2CC(C(=O)Nc2cccc(NS(C)(=O)=O)c2)O3)c1 (stereo unspecified)	0	1	0	2	4	-1	0.5	0	1	2
CCc1ccccc1N/N=C(/C)c1c(O)cc(C)oc1=O	6	6	0	8	-2	-4	-0.8	-5	-2	0
Cc1cc(Cl)ccc1C(O)c1ncc(-c2ccccc2Cl)[nH]1 (stereo unspecified)	-10	3	-2	0	-3	4	0.5	-5	4	-4
CCc1ccc(NC(=O)C(C)Sc2nc(-c3ccco3)c(C#N)c(=O)[nH]2)cc1 (stereo unspecified)	2	-2	1	-3	-13	-1	-0.3	-32	2	-5
COc1ccc(S(=O)(=O)N(CC(=O)Nc2ccc3c(c2)OCO3)c2ccccc2OC)cc1	1	9	0	-3	-3	-3	0.8	1	0	10
CC1C(=O)N(Cc2cn(CCC3OCCO3)nn2)CCS(=O)(=O)N1Cc1ccc(-c2ccccc2)cc1 (stereo unspecified)	-3	3	-2	-2	1	0	0.1	-1	0	16
COc1ccc(CN2C(=O)c3c(c(C)n(C)c3C)C2C(=O)NC2CCC(C)CC2)cc1 (stereo unspecified)	-2	6	0	-3	-4	-7	0.0	-9	-1	-6
COc1ccccc1N1CC(C(=O)OCC(=O)c2ccc(F)cc2)CC1=O (stereo unspecified)	1	13	6	-7	9	-7	-0.4	-6	8	10
CCOc1ccc(NC(=O)c2ccc(CNc3c(N4CCCC4)c(=O)c3=O)cc2)cc1	-9	-7	1	-5	2	-1	-0.8	-2	-4	11
Cc1c(NC(=O)C(C)OC(=O)C23CC4CC(CC(Br)(C4)C2)C3)c(=O)n(-c2ccccc2)n1C (stereo unspecified)	3	2	0	7	-3	-3	-0.6	-9	-2	11
CCNc1nc(SCc2ccccc2)nc(N2CCOCC2)n1	0	6	-1	1	-1	3	-0.3	-1	0	2
Cc1nnc(NC(=O)C2CCCO2)s1 (stereo unspecified)	1	15	-1	0	0	-4	-1.1	-1	5	-1
O=S(=O)(NCCSCc1c(Cl)cccc1Cl)c1ccc2c(c1)OCCO2	-1	-1	-1	-9	0	5	0.5	0	-5	9
NC(=O)C1CCN(c2nc(-c3ccccc3C(F)(F)F)cs2)CC1	2	-4	3	3	0	0	0.1	1	-2	1
CS(=O)(=O)NN1C(=O)c2ccccc2NC1c1ccccc1 (stereo unspecified)	-2	-6	0	-1	-463	-219	79*	i	0	10
Cc1nc(SCc2ccc(F)cc2)c2oc3ccccc3c2n1	-8	2	-2	3	4	0	0.8	6	-2	17
O=[N+]([O-])c1ccc(Cl)cc1Sc1cccc2cccnc12	-4	-1	-1	0	1	-1	-0.2	5	-2	8

Pulled one by one from the list above, 2 records:
SMILES	Tn7 DDE FP	ARFGAP1 inhibitor	UHRF1 MBD2 ctr	Tn6 DDE FP	PLCg1 inh	ADAM17 inh	proKLK7 act	PLCb3 inh	MBD2 DNA inh	ASAP1 GAP inh
COc1ccc(CN2C(=O)c3c(c(C)n(C)c3C)C2C(=O)NC2CCC(C)CC2)cc1 (stereo unspecified)	-2	6	0	-3	-4	-7	0.0	-9	-1	-6
Cc1nc(SCc2ccc(F)cc2)c2oc3ccccc3c2n1	-8	2	-2	3	4	0	0.8	6	-2	17

Sorted by the number under ARFGAP1 inhibitor (low to high): 4 of the compounds above
Structure	Tn7 DDE FP	ARFGAP1 inhibitor	Tn6 DDE FP	PLCg1 inh	ADAM17 inh	proKLK7 act	PLCb3 inh	MBD2 DNA inh	ASAP1 GAP inh
NC(=O)C1CCN(c2nc(-c3ccccc3C(F)(F)F)cs2)CC1	2	-4	3	0	0	0.1	1	-2	1
Cc1c(NC(=O)C(C)OC(=O)C23CC4CC(CC(Br)(C4)C2)C3)c(=O)n(-c2ccccc2)n1C (stereo unspecified)	3	2	7	-3	-3	-0.6	-9	-2	11
CC1C(=O)N(Cc2cn(CCC3OCCO3)nn2)CCS(=O)(=O)N1Cc1ccc(-c2ccccc2)cc1 (stereo unspecified)	-3	3	-2	1	0	0.1	-1	0	16
COc1ccc(CN2C(=O)c3c(c(C)n(C)c3C)C2C(=O)NC2CCC(C)CC2)cc1 (stereo unspecified)	-2	6	-3	-4	-7	0.0	-9	-1	-6

Next section.
SMILES	Tn7 DDE FP	ARFGAP1 inhibitor	UHRF1 MBD2 ctr	Tn6 DDE FP	PLCg1 inh	ADAM17 inh	proKLK7 act	PLCb3 inh	MBD2 DNA inh	ASAP1 GAP inh
O=C(NCc1ccc(F)cc1)C(c1ccccc1)N(C(=O)c1csnn1)c1ccccc1 (stereo unspecified)	4	-5	7	5	3	0	1.0	3	-1	-3
O=C(C[C@H]1C[C@H](C(=O)N2CCOCC2)[C@@]2(CCC3CCCC3)c3[nH]c4ccc(Cl)cc4c3CCN2C1=O)NCC12CC3CC(CC(C3)C1)C2	-2	-3	0	11	0	-7	0.6	1	-5	-1
O=C(NCCc1ccccc1F)C1CC(=O)N(c2ccccc2)C1 (stereo unspecified)	-4	4	-2	-2	4	0	0.2	-1	-3	9
CCn1c(CNC(=O)c2ccccc2F)nnc1SCC(=O)NC1CCCCC1C (stereo unspecified)	2	-10	-1	7	2	-2	0.0	0	-1	5
CC1CCCCC1NC(=O)c1cc2c(=O)n3ccccc3nc2n1C (stereo unspecified)	3	-3	0	1	i	i	41*	i	-4	-4
O=C(NC1CC1)c1ccc2c(c1)ncn2C1CCCC1	6	-2	-2	-14	-1	-5	0.6	-2	-6	1
O=C(/C=C/c1ccc(Cl)cc1Cl)c1nc2ccccc2[nH]1	0	11	-2	-1	-3	-1	0.5	-2	-2	2
OC[C@@H]1CN(Cc2cccs2)C[C@H](n2cnc3c(NCc4ccncc4)ncnc32)O1	-9	5	0	0	0	1	-0.4	-1	0	-6
O=C(Nc1ccc(S(=O)(=O)Nc2ncccn2)cc1)c1ccc(S(=O)(=O)N2CCCC2)cc1	-6	-6	0	0	-1	0	0.7	2	1	5
CC(NC(=O)c1ccc(C(C)(C)C)cc1)C(c1cccs1)N1CCOCC1 (stereo unspecified)	-2	-9	0	-12	-1	0	0.0	-5	-1	1
COc1ccc(SC[C@H](Cc2ccccc2)N2CCN(CCc3ccccc3)CCC2=O)cc1	1	9	-3	-5	0	2	0.0	-3	1	2
CCOC(=O)CCC(=O)c1c(C)oc2ccc(OC)cc12	-1	3	5	5	0	9.9*	-0.6	-2	-3	0
CC(=O)c1cccc(NC(=O)COC(=O)c2n[nH]c3ccccc23)c1	-3	1	1	16*	0	0	-0.1	0	4	10
C[C@H]1CN([C@@H](C)CO)C(=O)CCCn2nncc2CO[C@H]1CN(C)S(=O)(=O)c1ccc2c(c1)OCCCO2	2	-2	3	-5	3	-5	-0.3	-1	6	9
CCOc1ccc(OCC(=O)N2CCC3(CC2)CC(=O)c2ccccc2O3)cc1	2	6	2	10	-11	-26	0.4	-12	6	9
CCOC(=O)c1[nH]c(=O)[nH]c1CSc1ccccn1	3	6	1	-3	-4	2	0.2	-2	-1	6
COc1ccccc1NC(=S)NNC(=O)c1nn(C)cc1Cl	6	7	-1	-5	-3	-3	-0.5	1	1	-5
CC(C)(Oc1ccc(C2CC2(Cl)Cl)cc1)C(=O)O (stereo unspecified)	1	8	-1	-3	0	-2	0.1	4	6	2
CCOC(=O)c1ccc2c(c1)n(CCCS(=O)(=O)[O-])c(/C=C/c1ccc(Cl)cc1)[n+]2CC	10	-15	0	6	-3	-8	-0.6	-8	-2	-5
Cc1cccc(C(=O)NNC(=O)c2ccc3ccccc3c2)c1	2	4	-1	-2	-1	-3	0.1	2	-2	4
Nn1cnnc1N/N=C/c1ccccc1C(F)(F)F	6	-5	7	11	7	2	-0.8	-1	-1	4
Cc1nc(Cl)sc1C(=O)Nc1ccc(F)cc1	2	12	0	-6	0	-2	0.0	-3	-1	-15
CC1(C(=O)NS(=O)(=O)c2ccc3c(c2)CCO3)CCN1C(=O)C1(c2ccc(Cl)cc2)CCC1 (stereo unspecified)	8	-8	2	4	1	-4	0.2	-2	3	-4

Grouped by structure: those above containing a furan ring, fused or not.
SMILES	Tn7 DDE FP	ARFGAP1 inhibitor	UHRF1 MBD2 ctr	Tn6 DDE FP	PLCg1 inh	ADAM17 inh	proKLK7 act	PLCb3 inh	MBD2 DNA inh	ASAP1 GAP inh
CCc1ccc(NC(=O)C(C)Sc2nc(-c3ccco3)c(C#N)c(=O)[nH]2)cc1 (stereo unspecified)	2	-2	1	-3	-13	-1	-0.3	-32	2	-5
Cc1nc(SCc2ccc(F)cc2)c2oc3ccccc3c2n1	-8	2	-2	3	4	0	0.8	6	-2	17
CCOC(=O)CCC(=O)c1c(C)oc2ccc(OC)cc12	-1	3	5	5	0	9.9*	-0.6	-2	-3	0
